# HttQ103 aggreg = mutant huntingtin aggregation inhibition | 220,000 tested, 1.1% active | Potency, µM (top dose mostly 46.1 µM), without a hit: at the top dose activity change, negative = inhibition, most hits filed as inhibitors | PC12 HttQ103-GFP aggregates, Acumen cytometry, 40 h; further: potency means the concentration at half of the fitted maximal effect; on the % scale 0 is the no-effect control and ±100 the full control effect; nearly all actives have a fitted effect of over 60% in size
#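 Read-out: GFP aggregate count by laser scanning cytometer (488 nm excitation, 500-530 nm emission, 1–25 µm objects >6 SD above background). Cells: PC12, inducible HTTex1-Q103-GFP, 100 nM tebufenozide; compounds titrated.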
# CBFb RUNX1 block = inhibitors of human CBF-beta and RUNX1 interaction. AID 1477. Potency, µM (doses to about 59.8 µM), for the others: at the top dose activity, negative = inhibition, most hits filed as inhibitors. AlphaScreen CBFb-His/RUNX1-biotin binding, biochemical. 230,000 tested, under 10 active. Q01196+Q13951; further: % of control where 0% means no effect
# Target sequence (Q01196 whole entry, looked up): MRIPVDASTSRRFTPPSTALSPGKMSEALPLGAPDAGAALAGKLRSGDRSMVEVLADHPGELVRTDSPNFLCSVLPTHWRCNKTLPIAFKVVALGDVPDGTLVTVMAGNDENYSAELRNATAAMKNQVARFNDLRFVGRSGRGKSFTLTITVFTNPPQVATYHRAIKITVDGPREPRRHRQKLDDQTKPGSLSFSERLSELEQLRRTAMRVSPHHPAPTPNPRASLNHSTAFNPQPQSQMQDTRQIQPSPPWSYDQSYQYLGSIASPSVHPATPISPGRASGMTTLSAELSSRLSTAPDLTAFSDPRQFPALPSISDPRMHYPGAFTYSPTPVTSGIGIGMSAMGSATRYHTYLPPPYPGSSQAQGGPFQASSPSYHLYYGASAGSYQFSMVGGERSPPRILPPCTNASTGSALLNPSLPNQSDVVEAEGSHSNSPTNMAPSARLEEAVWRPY
# Target sequence (Q13951 whole entry, looked up): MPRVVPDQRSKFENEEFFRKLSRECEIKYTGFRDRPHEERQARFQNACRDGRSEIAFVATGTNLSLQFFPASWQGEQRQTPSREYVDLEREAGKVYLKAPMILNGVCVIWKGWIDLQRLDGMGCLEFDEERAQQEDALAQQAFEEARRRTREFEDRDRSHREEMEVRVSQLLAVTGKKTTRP
#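 Compounds were screened at multiple concentrations against a preformed CBF-beta(His)/RUNX1(biotin) complex (30 nM of each) for 15 min at room temperature, followed by 90 min with nickel and streptavidin beads and AlphaScreen reading.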
# L3MBTL1 block = inhibitors of human L3MBTL1; 230,000 tested, 0.66% active; AlphaScreen L3MBTL1–H3K9me1 peptide binding; Potency, µM (top dose mostly 57.1 µM), for the others: at the highest dose activity, negative = inhibition, most hits filed as inhibitors; Q9Y468; further: potency means the concentration at half of the fitted maximal effect; on the % scale 0 is the no-effect control and ±100 the full control effect; nearly all actives have a fitted effect of over 60% in size
#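 Read-out is AlphaScreen signal from streptavidin donor and nickel chelate acceptor beads (10 ug/mL final each) bridging L3MBTL1 (50 nM) and biotinylated K9-monomethylated H3(1-15) peptide (75 nM), after 30 min compound exposure at room temperature.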
# NPSR antag = antagonists of human neuropeptide S receptor cAMP signaling; Potency, µM (doses to about 38.3 µM), inactives show top-dose activity change, negative = inhibition, most hits filed as inhibitors; CHO-NPSR cells, cAMP TR-FRET, antagonist mode; Q6W5P4; AID 1461; 220,000 tested, 1% active; further: potency means the concentration at half of the fitted maximal effect; on the % scale 0 is the no-effect control and ±100 the full control effect; nearly all actives have a fitted effect of over 50% in size; many of its hits are not listed in these tables
# Target sequence (Q6W5P4 whole entry, looked up): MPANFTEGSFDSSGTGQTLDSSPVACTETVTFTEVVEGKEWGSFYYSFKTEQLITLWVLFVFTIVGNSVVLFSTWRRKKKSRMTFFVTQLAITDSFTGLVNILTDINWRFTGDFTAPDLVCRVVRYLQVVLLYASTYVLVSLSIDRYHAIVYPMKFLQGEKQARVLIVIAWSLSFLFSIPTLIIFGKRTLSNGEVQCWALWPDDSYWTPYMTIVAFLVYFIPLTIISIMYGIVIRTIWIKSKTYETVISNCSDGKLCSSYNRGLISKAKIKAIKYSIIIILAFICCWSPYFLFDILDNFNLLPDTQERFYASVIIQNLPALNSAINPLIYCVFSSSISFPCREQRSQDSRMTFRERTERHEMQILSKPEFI
# Epigenetic derep = regulators of epigenetic silencing causing reporter derepression in mouse cells; AID 1865; murine LDR cells, GFP reporter derepression, 30 h; Potency, µM (doses to about 53.9 µM), for inactives: at the top dose GFP activation, actives largely listed as activators; 280,000 tested, 0.2% active; further: potency means the concentration at half of the fitted maximal effect; % of control where 0% means no effect; nearly all actives have a fitted effect of over 60% in size
#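 Murine LDR cells carrying a silenced, genomically integrated CMV-driven GFP reporter were exposed to compound for 30 hours at 37 C. After PBS washes, GFP-positive cells (20–120 um objects) were counted by laser-scanning microplate cytometry.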
# Luc counter = counter-screen: inhibitors of Kinase-Glo firefly luciferase; Q27757; Kinase-Glo luciferase, ATP luminescence, 8 min; Potency, µM (series often up to 38.3 µM), for the others: at the top dose activity change, negative = inhibition, usual class: inhibitors; 200,000 tested, 0.28% active; AID 1379; further: potency means the concentration at half of the fitted maximal effect; on the % scale 0 is the no-effect control and ±100 the full control effect; nearly all actives have a fitted effect of over 60% in size
#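 Inhibition of Kinase-Glo luciferase light generation was assessed at 10 uM ATP in pH 7.2 imidazole buffer, with luminescence measured after eight minutes at ambient temperature.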
# IMPase Li inh = cell-permeable IMPase inhibitors with lithium potentiation | CHO-M1 cells, IP1 TR-FRET (IP-One), carbachol + lithium | Potency, µM (top dose mostly 59.4 µM), without a hit: at the top dose activity, negative = IMPase inhibition, most hits filed as inhibitors | 210,000 tested, 0.35% active | AID 1457;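 further: IP1 builds up when IMPase is blocked and the TR-FRET signal falls; potency means the concentration at half of the fitted maximal effect; plate controls were basal vehicle for no effect and high inhibitor control for full effect; nearly all actives have a fitted effect of over 50% in size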
#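 CHO-M1, 2000 cells/well, 16–30 h culture; cpd + low Li+, 30 min 37C; lysis with d2-IP1/Eu-anti-IP1 Ab, 10 min RT; TR-FRET 665/620 ratio and 620 channel; AC50 via Hill.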
# Numbers without * were called inactive; ? = inconclusive; . = not tested or not shown; & = joins results of further samples; [ ] = remark or other dose. The call rests on the fitted dose curve; in most records, active means well fitted curve in the direction sought with a large enough effect; inconclusive means small, poorly fitted or top-dose-only effect, or another doubt; inactive means no such curve, though single readings can be large; an effect the other way counts as inactive or inconclusive. An excerpt. The share of hits here may be higher or lower than overall.
smiles,NPSR antag,IMPase Li inh,CBFb RUNX1 block,Luc counter,Epigenetic derep,HttQ103 aggreg,L3MBTL1 block
CCCN(c1ccc(C(C)C)cc1)S(=O)(=O)c1c(C)[nH]c(=O)[nH]c1=O,?,2%[38.3 µM],-3%,3%,-2.6%,-16%,2%
COc1ccc(NC(=S)N/N=C2/CCCc3c(C)cc(C)cc32)cc1,-11%[46.1 µM],0%[38.3 µM],-5%,10%,-0.8%,-5%,2%
CCOc1ccccc1OCCOc1ccccc1CC,?,11%[38.3 µM],?,-1%,0.0%,2%,81%[activator]
CC(/C=C/c1ccccc1)=N/NC(=O)CNC(=O)c1ccccc1F,7%,-4%,-5%,2%,-0.1%,-17%,.
C/C(=N\NC(=O)CN1CCN(S(=O)(=O)c2ccc(C)cc2)CC1)c1cccnc1,3%,-1%,1%,4%,0.0%,8%,2%
COC(=O)c1sccc1Oc1c(Cl)cccc1[N+](=O)[O-],-5%,-2%,-13%,6%,-0.3%,-3%,-1%
NC(=O)CC(NC(=O)Cc1cccc2ccccc12)c1ccc(NCc2ccc(F)cc2)c([N+](=O)[O-])c1 (configuration not stated),-9%,.,-2%,.,?,?,.
CC(=O)c1ccc(/C=C/c2nc3ccccc3n2C)o1,-45%,.,16%,.,3.9%,-20%[9.22 µM],25%
Cc1nn(-c2ccc(F)cc2)c(Cl)c1/C=C/C(=O)N1CCNC(=O)C1,16%,4%,3%,-3%,1.1%,-15%,.
O=C(Nc1ccccc1F)c1ccc(CNS(=O)(=O)c2cccc(C(F)(F)F)c2)cc1,-1%[46.1 µM],9%[38.3 µM],3%,21%,0.0%,-18%,.
Cc1cc(C(=O)COC(=O)CCc2nc3ccccc3s2)c(C)n1C,-2%[46.1 µM],7%,-12%,0%,-2.2%,-5%,-7%
CN(Cc1cnn(C)c1)Cc1nc(COc2ccccc2)no1,-3%,9%,1%,-2%,0.4%,7%[9.22 µM],1%
CCOc1cc(CNCCSc2nnnn2C)cc(Br)c1OCc1ccccc1F,?,8%[38.3 µM],2%,-2%,-1.1%,-25%,3%
O=C(CCNC(=O)Cn1ccc2ccccc2c1=O)NCCc1ccc(Cl)cc1,8%,-3%,3%,-1%,-0.1%,13%,7%
O=C(Cn1nc(C(F)F)cc1C(F)F)NNC(=S)Nc1ccc(Cl)cc1,-5%[46.1 µM],23%[38.3 µM],0%,-3%,1.0%,11%,.
Cc1ccc(Nc2nc(C)c(CCC(C)C)c(=O)[nH]2)cc1,-5%[46.1 µM],9%[38.3 µM],3%,-1%,-1.1%,-21%,6%
Cc1cc(C)n2nc(-c3ccc(F)cc3)nc2n1,-4%[46.1 µM],10%[38.3 µM],3%,-18%,-0.1%,-7%,2%
O=C(Nc1nccs1)c1ccc(NC(=O)c2ccco2)cc1,-14%[46.1 µM],13%[38.3 µM],-5%,-3%,0.1%,28%,.
CCOC(=O)COc1ccc2c(=O)c(-c3ccccc3OC)coc2c1,-15%,2%,-6%,0%,-0.6%[10.1 µM],19%[9.22 µM],-23%
Cc1cc(C)n2nc(N)c(N=Nc3cccc(Cl)c3)c2n1,-25%,0%,7%,-5%,-0.1%,2%,-7%
Cc1ccc(C)c(N2CC(=O)N(c3cc(C)ccc3C)CC2=O)c1,-8%[46.1 µM],17%[38.3 µM],-6%,-3%,-6.3%,-3%,2%
O=C1/C(=C\c2ccco2)SC(=S)N1c1ccccc1,-19%,-4%,.,0%,2.9%,13%,?
O=C(CCN1CCCC1Cc1ccccc1)c1ccc2c(c1)OCCO2 (configuration not stated),?,9%[38.3 µM],5%,3%,0.7%,-18%,.
CC(=O)Nc1ccc(NC(=O)C(C)OC(=O)c2ccc3c(c2)OCCO3)cc1 (configuration not stated),-6%,.,3%,.,-1.1%,-4%[9.22 µM],.
NS(=O)(=O)c1ccc(CNC(=O)/C=C/c2ccccc2)cc1,-5%[46.1 µM],-2%[38.3 µM],1%,-1%,0.0%,10%,1%
NC(CO)C(O)c1ccc([N+](=O)[O-])cc1 (configuration not stated),-29%,.,6%,1%,3.0%,-9%,12%
Cc1ccc(-n2c(C)cc(C(=O)COc3c(CO)cc(F)cc3CO)c2C)cc1C,-16%,15%,-24%,-4%,-3.2%,?,-2%
CCOC(=O)C1=C(C)NC(=O)NC1c1ccc(Br)s1 (configuration not stated),-4%[46.1 µM],9%[38.3 µM],-1%,-3%,-1.5%,15%,.
CCN1CCN(c2nn3c(=O)c4ccccc4nc3c3ccccc23)CC1,-4%[46.1 µM],14%[38.3 µM],-1%,-3%,-0.9%,-7%,5%
Cc1ccc(CNC(=O)CS(=O)CC(=O)O)cc1 (configuration not stated),4%[46.1 µM],18%[38.3 µM],3%,19%,0.8%,7%,.
O=C1c2ccccc2C(=O)c2c1oc(C(F)(F)F)c2C(=O)c1ccccc1,5µM*,23%[38.3 µM],3%,1%,-3.1%,5µM*,8%
O=C(CSc1ccc(-c2ccc(F)cc2)nn1)NCC1CCCO1 (configuration not stated),11%,-3%,1%,1%,1.1%,8%,.
CCOC(=O)c1[nH]c(C)c(/C(O)=C2\C(=O)C(=O)N(CCN(C)C)C2c2ccc(C)o2)c1C (configuration not stated),11%[46.1 µM],-5%[38.3 µM],-5%,0%,2.2%,11%,2%
O=C1CC(c2ccccc2)CC2=C1CN(C1CCCCC1)CN2 (configuration not stated),-3%[46.1 µM],30%[38.3 µM],4%,0%,0.0%,-12%,.
Cc1ccc(NC(=O)c2ccccc2OCC(=O)c2ccccc2)cc1,?,37%[activator][38.3 µM],5%,-4%,0.0%,-18%,.
CCN(CC)S(=O)(=O)c1ccc(-c2nnc(SCC(C)=O)o2)cc1,-15%[46.1 µM],-12%[38.3 µM],-2%,1%,-1.0%,7%,.
COc1ccc(/C=N/NC(=O)COc2cccc3ccccc23)c(C(=O)O)c1OC,-21%[46.1 µM],4%,?,0%,0.0%,-5%,-14%
COC(=O)c1ccc2c(=O)n(Cc3ccc(C(=O)NCCCN4CCC(C)CC4)cc3)c(=S)[nH]c2c1,1%,4%,5%,1%,5.6%,27%,?
CCCCC(=O)NNC(=O)c1c(O)c2ccccc2[nH]c1=O,0%,.,0%,.,1.7%,-17%[9.22 µM],-5%
O=C(CCN1C(=O)C2CC=C(Cl)CC2C1=O)NC1CCCCC1 (configuration not stated),1%[46.1 µM],12%[38.3 µM],-6%,2%,13%,13%[9.22 µM],.
NC(Cn1ccc(=O)c(O)c1)C(=O)O (configuration not stated),.,3%,3%,-1%,-1.3%,.,.
CC(C)(C)NS(=O)(=O)c1ccc(CCC(=O)N2CCCCC2)cc1,1%[46.1 µM],2%[38.3 µM],8%,4%,0.1%,-2%,6%
COc1ccc2c(c1)[nH]c1c(=O)n(Cc3ccccn3)cnc12,-5%[46.1 µM],40%[38.3 µM],13%,14%,-2.5%,-12%,.
Cn1c(=O)oc2cc(S(=O)(=O)NCCC(=O)N3CCc4ccccc43)ccc21,3%[46.1 µM],4%[38.3 µM],3%,-1%,0.0%,3%,5%
Cc1ccc(Cn2cc(S(=O)(=O)c3ccc(C(C)C)cc3)c(=O)c3cc4c(cc32)OCO4)cc1,-14%[46.1 µM],.,-5%,.,-0.9%,13%,-3%
O=C1c2ccccc2C(=O)c2c1ccc(O)c2O,.,61%&102%[activator],?,-8%&-29%,-0.4%&-1.3%,-16%,.
CC(=O)Nc1cc(-c2nn(C)c(=O)c3ccccc23)ccc1N1CCCCC1,-8%[46.1 µM],13%[38.3 µM],0%,-2%,0.5%,32%,.
Cc1ccc(NC(=O)NNC(=O)c2cccs2)cc1,4%,-3%,3%,4%,-1.1%,-3%,7%
Cc1ccc(COC(=O)c2nn(-c3ccccc3)nc2N)cc1,-14%,8%,?,-1%,0.0%,2%,60%[activator]
Cc1ccc(NC(=O)CSc2nc(N)c3cc4c(nc3n2)CCCC4)cc1,?,1%,-15%,-8%,-3.0%,1%,1%

# Remaining list, next part:
smiles,NPSR antag,IMPase Li inh,CBFb RUNX1 block,Luc counter,Epigenetic derep,HttQ103 aggreg,L3MBTL1 block
Cc1cccc(NC(=O)/C(=C\c2ccc([N+](=O)[O-])o2)NC(=O)c2ccc(Cl)cc2)c1,-45%,8%,-4%,-1%,-1.0%,-1%,28µM*
COc1ccccc1CCNC(=O)c1ccc(C)o1,6%[46.1 µM],-4%[38.3 µM],-1%,0%,0.3%,-7%,2%
COc1ccccc1-c1cc2nc(C)c(CCC(=O)NCc3ccco3)c(C)n2n1,-17%[46.1 µM],8%[38.3 µM],1%,-3%,0.9%,-1%,-3%
O=C(Cn1cnc2ccccc21)N/N=C/c1cccnc1,8%,-4%,3%,0%,2.8%,-20%,.
OC1C2COC(O2)[C@H](O)C1O (some centres not stated),.,-14%,.,-1%,1.5%,.,.
CCOC(=O)C1=C(N)OC2=C(C(=O)CCC2)C1c1cccs1 (configuration not stated),-9%[46.1 µM],-3%[38.3 µM],4%,-1%,1.4%,7%,-1%
O=C(Nc1cccc([N+](=O)[O-])c1)c1ccc2ccccc2c1O,7%,.,4%,.,2.2%,-24%[9.22 µM],-28%
COc1ccc(C2CC(c3ccccc3)=NN2C(=O)COC(=O)c2cc(S(=O)(=O)N3CCOCC3)ccc2F)cc1 (configuration not stated),-6%,0%,-7%,-2%,-1.9%,11%,-4%
CCCCNS(=O)(=O)c1ccc2nc(-c3cccnc3)cc(C(=O)NCCCOC)c2c1,-5%,1%,-13%,-3%,1.3%,-10%,10%
c1coc(-c2nnc3sc(Cc4cccs4)nn23)c1,-5%[46.1 µM],22%[38.3 µM],?,-8%,-1.0%,?,.
CC(NC(=O)COC(=O)Cc1ccsc1)C1CC2CCC1C2 (configuration not stated),-18%[46.1 µM],-4%[38.3 µM],-4%,4%,-1.0%,11%,.
Cn1cc(/C=C(\C#N)C(=O)Nc2ncc(Cc3cccc(Cl)c3)s2)c2ccccc21,-19%[46.1 µM],10%,-5%,2%,?,?,-7%

# Profiles, looked up by structure. Values in the order: NPSR antag | IMPase Li inh | CBFb RUNX1 block | Luc counter | Epigenetic derep | HttQ103 aggreg | L3MBTL1 block
# Listed for `OC1C2COC(O2)[C@H](O)C1O` (some centres not stated) → . | -14% | . | -1% | 1.5% | . | .
# Listed for `O=C(Cn1cnc2ccccc21)N/N=C/c1cccnc1` → 8% | -4% | 3% | 0% | 2.8% | -20% | .
